Bioassay records (PubChem)
TDP2 inh: blocks human TDP2 phosphodiesterase activity; O95551; recombinant TDP2, T5PNP hydrolysis, p-nitrophenol absorbance 415 nm; inhibition, % at 12.8 µM; hit rate 0.34% among 370,000; AID 720702;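 active means inhibition above the mean of all tested compounds plus 3 SD, set per campaign, cut at about 25% in these data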;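 further: 0% = DMSO with enzyme and 100% = buffer with substrate but no TDP2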
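Incubation: 2 h at 37 °C; Test system: recombinant human TDP2; Quantity: enzyme 120 nM; Read-out basis: percent inhibition; Medium: 50 mM Tris-HCl pH 7.5 with Mg2+, KCl, DTT, BSA; Repeats: single replicate; Compound: 12.8 µM single point, 1% DMSO; Signal: epi absorbance; Reagent: 5 mM T5PNP chromogenic substrate; Benchmarks: no-enzyme high, DMSO-plus-enzyme low.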
GC-B act: GC-B (human) receptor activation. P20594. HEK293-GC-B cells, CNP EC30, cGMP TR-FRET; 0% at EC30 CNP, 100% saturating CNP. activation, % at 10 µM. hit rate 0.11% among 370,000. AID 1920062;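 active means activation at 10 µM reaching about 35% in either raw or pattern-adjusted values, limit read from the data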
PRMT1 FP inh: blocks human protein arginine methyltransferase 1 | Q99873 | recombinant PRMT1, activity-based probe fluorescence polarization | inhibition, % at 2.79 µM | hit rate 1.3% among 370,000;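 active means inhibition above about 21% made by adding two undisclosed values, limit read from the data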
Target sequence (Q99873 whole entry, looked up): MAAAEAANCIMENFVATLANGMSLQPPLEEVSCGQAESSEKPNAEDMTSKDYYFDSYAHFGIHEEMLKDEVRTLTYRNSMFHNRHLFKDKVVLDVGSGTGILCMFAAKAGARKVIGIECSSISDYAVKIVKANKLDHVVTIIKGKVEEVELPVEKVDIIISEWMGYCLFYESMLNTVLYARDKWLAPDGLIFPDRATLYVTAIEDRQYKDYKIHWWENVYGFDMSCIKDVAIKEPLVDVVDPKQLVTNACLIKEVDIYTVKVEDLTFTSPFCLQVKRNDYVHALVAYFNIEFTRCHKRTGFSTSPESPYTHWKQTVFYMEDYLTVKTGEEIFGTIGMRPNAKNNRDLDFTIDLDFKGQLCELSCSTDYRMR
rCAG binder: binds r(CAG) RNA repeats; inhibition, % at 3 µM; r(CAG) RNA repeat, TO-PRO-1 dye displacement fluorescence; AID 651821; hit rate 1.3% among 370,000;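 active means inhibition above the plate cutoff, the mean of all test compounds on that plate plus 3 SD, cut at about 35% in these data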;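 further: 0% = DMSO alone and 100% = 100 µM mitoxantrone as full dye displacement; higher means more dye released from RNA so lower well fluorescence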
mABHD4 FP: inhibitors of mouse ABHD4; Q8VD66; purified mABHD4, FP-Rh probe fluorescence polarization; inhibition, % at 8.92 µM; hit rate 0.54% among 370,000;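 active means inhibition exceeding the mean over every tested compound plus 3 SD, cut at about 30% in these data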;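 further: 0% = plate median of compound wells and 100% = S159A mutant with DMSO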
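System: mouse ABHD4 enzyme, wild type / Medium: HEPES pH 7.0, NaCl, Pluronic buffer / Reagent: FP-Rh activity-based fluorescent probe / Control set: S159A mutant high control, sample median low control / Detection: fluorescence polarization with parallel and perpendicular emission, 525/598 nm / Schedule: 45 min + 60 min at 25 °C / Compound dosing: 8.92 µM, single dose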
HTRA1 inh: blocks human HTRA1 serine peptidase; recombinant HTRA1, FP-rhodamine activity-based probe, fluorescence polarization; inhibition, % at 5.96 µM; Q92743; hit rate 0.5% among 340,000; AID 504803; in the data active means inhibition above about 36%;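 further: 0% = enzyme with DMSO and 100% = wells lacking enzyme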
TCR CD3 inh: blocks the human TCR-CD3 interaction; TAMRA-labeled TCR probe fluorescence, biochemical; hit rate 0.37% among 360,000; inhibition, % at 9.4 µM; in the data active means inhibition above about 19%;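 further: recombinant mutant TCR 2C K166C tagged with TAMRA read by polarization; 0% = receptor in buffer alone and 100% = receptor with positive control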
SIAE inh: human SIAE inhibition, primary screen; AID 1053197; SIAE FP-Rh probe binding, fluorescence polarization; hit rate 0.69% among 370,000; inhibition, % at 9.66 µM;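 active means inhibition above a cutoff: mean of compounds within the control limits plus 3 SD of those, cut at about 17% in these data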;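 further: 0% = plate median of compound wells and 100% = probe without SIAE protein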
MBD2 DNA inh: MBD2-methylated oligo binding inhibition; Q9UBB5; TR-FRET, MBD2 binding to methylated oligonucleotide; inhibition, % at 4.4 µM; hit rate 0.31% among 370,000; AID 686964; in the data active means inhibition above about 13%
Target sequence (Q9UBB5 whole entry, looked up): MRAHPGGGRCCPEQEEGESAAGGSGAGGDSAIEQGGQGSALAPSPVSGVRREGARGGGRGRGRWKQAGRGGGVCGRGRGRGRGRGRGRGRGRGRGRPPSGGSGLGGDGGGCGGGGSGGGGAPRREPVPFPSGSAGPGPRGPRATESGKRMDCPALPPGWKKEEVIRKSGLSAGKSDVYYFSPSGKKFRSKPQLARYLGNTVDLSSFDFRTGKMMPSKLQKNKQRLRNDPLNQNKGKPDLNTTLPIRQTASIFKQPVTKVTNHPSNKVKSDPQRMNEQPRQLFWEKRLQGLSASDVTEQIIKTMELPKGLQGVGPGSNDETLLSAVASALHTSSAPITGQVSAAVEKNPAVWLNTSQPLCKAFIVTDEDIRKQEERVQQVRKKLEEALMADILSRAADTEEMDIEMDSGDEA
LEDGF integ inh: blocks HIV-1 LEDGF/p75-dependent DNA integration; inhibition, % at 3.7 µM; TR-FRET IN-LEDGF/p75 DNA integration, Eu/Cy5; hit rate 0.64% among 370,000;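 active means inhibition above the screen-wide mean plus 3 SD, cut at about 13% in these data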;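 further: signal is the Cy5 over europium emission ratio at 671 and 618 nm; 0% = plate median of compound wells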
* = called active by the depositor; . = no result given. These rows are one share of the data; rates above refer to the full screens.

nr	Structure	PRMT1 FP inh	rCAG binder	mABHD4 FP	HTRA1 inh	LEDGF integ inh	TDP2 inh	TCR CD3 inh	SIAE inh	GC-B act	MBD2 DNA inh
1	CCc1ccc(NC(=O)C2CCCCC2C(=O)O)cc1 (stereo not given)	-3.3	-3.0	-2.0	0.7	0.1	0.1	-2.5	6.9	-0.3	-3.5
2	COc1ccccc1CN(C)C(=O)c1cc(C)nc2ccccc12	-1.8	-2.0	0.8	2.8	-0.7	6.2	0.3	-5.1	-1.1	-2.6
3	COc1ccc(CNC(=O)[C@H](Cc2ccccc2)NC(=O)C2CCN(C(=O)[C@H](C)N)CC2)cc1	0.6	-0.7	1.7	-6.5	-2.3	-3.9	5.6	-7.9	-4.8	2.1
4	COc1ccc(C(=O)NCc2nnc(SCC(=O)Nc3nnc(C)s3)o2)cc1OC	-0.2	3.9	-5.9	-2.6	3.9	-14.2	1.2	4.6	-4.5	3.0
5	O=C(NC1CCS(=O)(=O)C1)c1cccc(S(=O)(=O)N2CCCC2)c1 (stereo not given)	0.9	-0.6	-0.3	8.2	0.0	-5.1	6.1	-3.3	1.9	-3.1
6	CSc1nc2ccccc2n1CC(=O)Nc1c(C)n(C)n(-c2ccccc2)c1=O	0.5	0.0	2.9	-10.5	-1.8	10.1	3.8	9.6	-0.4	-2.1
7	Cc1nc2nc(SCC(=O)Nc3cccc(F)c3)[nH]c2cc1Br	0.1	2.8	-6.8	-0.1	2.6	6.7	2.7	-4.3	-3.6	-5.2
8	CN(CC(=O)Nc1ccccc1Br)C(=O)C(Cc1ccccc1)NC(=O)c1ccccc1 (stereo not given)	-2.9	-5.7	2.9	2.3	-0.6	-11.8	4.0	5.9	2.0	-3.6
9	Cc1cccc(C(C)C)c1NC(=O)CSc1ncnc2[nH]ncc12	0.6	-0.9	2.8	-1.0	-3.0	7.5	-3.7	-6.0	-6.1	2.8
10	CCc1c(C#N)c(SCCC(=O)Nc2ccc(OC)cc2)nc2c1C(=O)CC(C)(C)C2	-1.9	1.2	4.7	-2.6	2.9	9.8	-1.2	-11.3	-10.3	1.7
11	Cc1ccc(CNC(=O)Cn2cnc3c(NC(=O)OCc4ccccc4)ncnc32)o1	0.5	-3.0	-3.7	-0.6	-0.7	-2.3	1.2	0.0	2.4	-3.6
12	CCOC(=O)[C@]12CCC=C1N(Cc1cccc3ccccc13)C(=O)[C@H](CC(=O)NCc1cccc(C(F)(F)F)c1)C2	2.1	4.6	-12.0	.	-4.0	-6.0	2.4	-11.6	-3.5	2.7
13	COC(CNc1ccc([N+](=O)[O-])c(NCC(OC)OC)c1C#N)OC	-2.2	-6.2	-3.4	2.2	0.0	-5.1	-3.3	1.0	-2.6	-2.9
14	COc1ccc(N(CC(=O)NC2CCCCC2)C(=O)CNC(=O)c2ccco2)c(OC)c1	-2.8	-4.5	5.0	-2.7	1.6	4.1	-0.5	4.5	0.7	-7.4
15	Cc1ccc(S(=O)(=O)N2CC3C(=O)C[C@@H](c4ccccc4Cl)N(S(=O)(=O)c4ccc(C)cc4)C3CC2c2ccccc2)cc1 (stereo not given in full)	-3.1	8.7	4.7	.	0.5	-0.3	4.4	1.0	3.2	-2.5
16	CCOC(=O)N1CCC(N2Cc3cccc(C(=O)Nc4ccc(OC)c(OC)c4)c3C2=O)CC1	-1.4	4.4	-5.0	-8.3	7.6	4.2	-6.1	3.5	8.6	2.0
17	CCOC(=O)C1=CCN(S(=O)(=O)c2cccc(Cl)c2)C1c1ccc(Cl)cc1 (stereo not given)	4.1	4.3	-7.5	.	2.6	-3.3	-1.7	0.3	-5.3	-1.9
18	CCS(=O)(=O)N1CCC(NC(=O)C2CCCCC2)CC1	-0.9	-0.3	5.8	8.0	2.6	4.6	13.0	8.9	3.1	-7.2
19	COC(=O)NNC(=O)Cc1cccc2ccccc12	0.1	0.3	-1.2	-0.6	0.7	8.6	7.7	1.9	4.3	-7.6
20	O=C1C2C3C=CC(C3)C2C(=O)N1c1ccc2ccccc2c1 (stereo not given)	-0.6	-3.6	4.6	-1.6	-6.7	-9.1	7.7	7.7	5.7	-3.1
21	CCCC(CCC)n1[nH]c(=O)c2c(C)cc(C)nc21	-0.3	2.1	-2.5	2.4	-2.8	8.6	-3.2	0.4	-5.3	1.1
22	COc1ccc(CNC(=O)C2CCCN(S(=O)(=O)c3ccc4c(c3)CCCN4C(C)=O)C2)cc1 (stereo not given)	7.7	2.0	-10.6	0.2	-3.2	-2.6	-2.5	3.7	4.6	0.2
23	CC1(C)COC(Cn2c3ccccc3c3ccccc32)O1 (stereo not given)	-0.4	-5.8	-7.7	-5.9	-1.0	-8.8	-3.3	-2.2	-0.4	0.1
24	Cc1c(CCC(=O)O)c(=O)oc2cc3occ(-c4ccccc4)c3cc12	-3.9	27.8	-13.5	-1.2	2.3	-10.9	4.1	-14.6	-9.9	-3.4
25	COc1ccc(CN2CCNC(=O)C2CC(=O)N2CCCCO2)c(OC)c1 (stereo not given)	-2.7	-5.5	4.0	9.9	0.3	-3.6	11.0	7.2	2.1	-2.2
26	CCN1CCN(C(=O)NC2CC(=O)N(c3ccc(OC)cc3)C2)CC1 (stereo not given)	3.3	-5.9	4.9	-1.0	-1.7	-0.6	-4.7	-0.4	5.2	0.3
27	CCOC(=O)C(=O)N(C)c1c(CC)nc2c(OCc3cccc(Cl)c3)cccn12	-2.0	-0.1	-1.0	.	2.9	0.8	4.4	-1.4	2.2	0.8
28	CCOC(=O)C1(C)CCCN(C(=O)c2cccc(OC(F)(F)F)c2)C1 (stereo not given)	-6.0	-4.0	0.7	.	5.5	-1.3	0.6	2.8	3.4	3.5
29	COc1ccccc1CCC(=O)OCC(=O)N1CCN(S(=O)(=O)c2ccc(C)cc2C)CC1	2.0	-2.0	-1.5	-8.9	-3.2	-3.4	0.0	0.8	-0.1	2.3
30	Cc1ccc2cc(C3CC(c4ccco4)=NN3S(=O)(=O)c3ccccc3)c(Cl)nc2c1 (stereo not given)	3.0	9.4	-5.5	-50.7	-3.6	-4.1	0.7	-5.6	4.0	-0.4
31	CN(C(=O)c1cccc(NC(=O)Cc2ccc(NC(=O)C3CCN(C(=O)C4CCCC4)CC3)cc2)c1)C1CC1	-1.6	1.4	-5.4	18.5	3.2	-9.2	-9.0	-1.1	-1.9	-2.4
32	O=C(c1ccnc(Cl)c1)N1CCCC(Nc2ccc(F)cc2)C1 (stereo not given)	0.3	-4.7	-1.7	5.5	-1.2	2.0	7.4	7.6	0.3	4.5
33	COc1cc(/C=N/NC(=O)NC23CC4CC(CC(C4)C2)C3)ccc1OCC(N)=O	1.2	-3.4	-2.4	-8.1	2.2	-7.7	-4.8	3.6	3.0	2.3
34	CC(=O)c1cnn(-c2ccccc2)c1C	-3.5	-2.0	-1.4	2.5	5.2	-1.8	2.1	-0.2	4.4	1.3
35	CC(=O)NC1=NN(C(C)=O)C(C)(CS(=O)(=O)c2ccc(Cl)cc2)S1 (stereo not given)	-1.3	-1.4	7.5	1.9	2.7	-0.3	8.6	-0.8	8.0	-6.0
36	COc1cccc(-c2cc(C(=O)NCc3ccc(Cl)cc3)no2)c1	3.0	-0.7	1.1	3.2	-1.3	9.1	-0.9	-11.7	4.6	4.9
37	O=C(Nc1nc2ccccc2s1)C1CC(=O)N(c2ccc(F)cc2)C1 (stereo not given)	-2.0	1.8	-7.9	-10.4	-1.6	-7.9	5.9	-2.3	-3.4	-2.5
38	Cn1cc(-c2nnnn2-c2cccc(C(F)(F)F)c2)c(C(F)(F)F)n1	-1.5	-1.2	3.7	-1.3	-0.6	14.9	1.2	-3.0	0.1	2.1
39	O=C(/C=C/c1ccco1)OCC(=O)c1cccc([N+](=O)[O-])c1	-2.6	1.5	-8.4	-1.7	5.2	1.4	-2.1	1.9	-3.7	-3.1
40	COc1ccc(CCNC(=O)CCCCCN2C(=O)[C@@H]3Cc4ccccc4CN3C2=O)cc1OC	-2.6	-6.9	0.5	4.3	-1.2	-0.5	6.9	7.0	-5.6	0.2

Shown with values under each structure: entries from further up.
The line under a structure holds: PRMT1 FP inh	rCAG binder	mABHD4 FP	HTRA1 inh	LEDGF integ inh	TDP2 inh	TCR CD3 inh	SIAE inh	GC-B act	MBD2 DNA inh
[34] CC(=O)c1cnn(-c2ccccc2)c1C
  -3.5	-2.0	-1.4	2.5	5.2	-1.8	2.1	-0.2	4.4	1.3
[35] CC(=O)NC1=NN(C(C)=O)C(C)(CS(=O)(=O)c2ccc(Cl)cc2)S1 (stereo not given)
  -1.3	-1.4	7.5	1.9	2.7	-0.3	8.6	-0.8	8.0	-6.0
[36] COc1cccc(-c2cc(C(=O)NCc3ccc(Cl)cc3)no2)c1
  3.0	-0.7	1.1	3.2	-1.3	9.1	-0.9	-11.7	4.6	4.9
[37] O=C(Nc1nc2ccccc2s1)C1CC(=O)N(c2ccc(F)cc2)C1 (stereo not given)
  -2.0	1.8	-7.9	-10.4	-1.6	-7.9	5.9	-2.3	-3.4	-2.5
[38] Cn1cc(-c2nnnn2-c2cccc(C(F)(F)F)c2)c(C(F)(F)F)n1
  -1.5	-1.2	3.7	-1.3	-0.6	14.9	1.2	-3.0	0.1	2.1

Next part:
nr	Structure	PRMT1 FP inh	rCAG binder	mABHD4 FP	HTRA1 inh	LEDGF integ inh	TDP2 inh	TCR CD3 inh	SIAE inh	GC-B act	MBD2 DNA inh
41	CN(C#N)c1nc(N2CCOCC2)nc(N2CCOCC2)n1	3.6	-0.5	-6.1	3.5	0.3	-7.1	-14.1	-5.3	8.0	6.5
42	O=C(OCC(=O)c1cccs1)c1ccccc1	-1.0	11.7	-5.1	-2.9	-0.9	-1.5	2.4	1.5	-6.4	1.0
43	C/C(=N\NC(=O)c1cccnc1)c1ccccc1	1.8	0.4	-2.6	2.9	0.0	15.1	4.0	9.3	-2.7	3.8
44	CCC(=O)c1ccc(OCC(=O)Nc2ccc(N3CCOCC3)cc2N2CCOCC2)cc1	1.6	-6.7	1.0	-2.0	1.6	1.2	2.0	6.7	4.2	4.5
45	C/C=C(\C)C(=O)NCCN1C2=NC[C@@H](Cc3ccccc3)N2C[C@H]1Cc1ccc(O)cc1	-0.6	3.2	1.2	-3.5	1.1	0.4	-0.6	-1.9	-1.1	0.5
46	N#CC1(NC(=O)CSc2nnc(C3CC3)n2N)CCCCC1	0.5	0.9	-1.8	6.2	-1.1	7.5	4.8	0.5	-2.2	-3.1
47	O=S1(=O)N=C2CCCCCN2C(c2ccc(Br)cc2)N1 (stereo not given)	1.7	-5.8	3.2	-2.1	-4.1	16.7	-0.9	3.9	0.4	0.8
48	Cc1ccc(NC(=O)CN(C)C(=O)c2cccc(Br)c2)cc1	5.4	6.3	-13.5	-6.9	-1.8	7.6	-2.8	0.0	1.4	3.5
49	O=C(NCCN1C(=O)S/C(=C\c2ccccc2Cl)C1=O)C1=COCCO1	-1.5	-9.1	1.4	6.0	-3.2	7.7	6.3	4.0	-0.5	-0.7
50	COc1ccccc1Cc1c(-c2ccc(C#N)cc2)nc2ccc(Br)cn12	-1.6	14.9	-12.4	.	-3.1	5.4	1.3	-1.2	-6.2	-5.7
